UDG counterscr – counter-screen for AID inhibitors: uracil-DNA glycosylase inhibition | FRET deamination/UDG coupled assay, UDG read, 4 h | Potency, µM (highest dose often 115 µM), without a hit: at the highest dose activity change, negative = inhibition, most hits filed as inhibitors | 91,000 compounds, 0.14% hits | AID 1347430; further: nearly all actives have a fitted effect of over 65% in size
AID inhibitor – blocks human AID cytidine deaminase activity; Q9GZX7; AID deamination FRET fluorescence, UDG-coupled, 4 h; Potency, µM (doses to about 115 µM), without a hit: top-dose activity change, negative = inhibition, usual class: inhibitors; 91,000 compounds, 0.32% hits; AID 1347428; further: nearly all actives have a fitted effect of over 25% in size
Target sequence (Q9GZX7 whole entry, looked up): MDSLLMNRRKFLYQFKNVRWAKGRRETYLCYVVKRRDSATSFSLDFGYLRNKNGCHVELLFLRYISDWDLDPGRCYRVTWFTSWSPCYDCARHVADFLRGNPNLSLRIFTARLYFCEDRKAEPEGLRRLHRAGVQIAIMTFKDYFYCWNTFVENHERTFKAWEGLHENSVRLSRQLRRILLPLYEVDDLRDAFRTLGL
Active calls of the source: *; ? = inconclusive; & = joins results of further samples; [ ] = remark or other dose. The call rests on the fitted dose curve; in most records, active means well fitted curve in the direction sought with a large enough effect; inconclusive means small, poorly fitted or top-dose-only effect, or another doubt; inactive means no such curve, though single readings can be large; an effect the other way counts as inactive or inconclusive. On the % scale 0 is the no-effect control and ±100 the full control effect; potency means the concentration at half of the fitted maximal effect. Some of the compounds tested; rates above refer to the full screens.

SMILES	UDG counterscr	AID inhibitor
Cc1ccc(-n2ncc3c(NCc4ccccc4)ncnc32)cc1C	-5.2%	0.8%
COc1cccc(C(=O)/C=C/c2ccc(Br)cc2)c1	-3.6%	-17.2%
Cc1ccc2nc(NC(=O)COc3ccc(F)cc3)sc2c1	-2.0%	21.5%
COc1cccc(Cn2cc(C(=O)c3ccc(Cl)cc3)c(=O)c3ccccc32)c1	-14.9%	28.2µM*
CN(C)CCOc1cccc(N)c1	-2.3%	35.6%[activator]
COc1ccc(CNc2nc(-c3ccccc3)nn2C(=O)c2ccc(C)cc2)cc1	-4.9%	-10.4%
COC(=O)c1ccccc1NC(=O)NC(=O)C(F)(F)F	0.5%	2.8%
N#CCN(C(=O)c1cc2ccccc2s1)C1CC1	-0.5%	-1.9%
CCOc1ccc(N(Cc2ccccc2)C(=O)c2nc(SC)ncc2Cl)cc1	?	-22.2%
Clc1ccccc1-c1noc(-c2cccc(Br)c2)n1	-4.7%	2.2%
Cc1ccc(-c2nonc2NC(=O)c2cccs2)cc1	6.4%	2.7%
COc1ccccc1NC(=O)Nc1nc(CC(=O)NC2CCCCCC2)cs1	-8.8%	-4.9%
CCc1nc2ccccc2c(C(=O)OCC(=O)NC(C)C(C)C)c1C (configuration not stated)	-0.4%	-0.3%
Fc1ccccc1N1CCN(Cc2nnc(-c3ccc4c(c3)OCO4)o2)CC1	8.4%	-12.1%
N#Cc1ccc(F)c(COC(=O)c2ccc(N3CCOCC3)nc2)c1	-0.5%	-5.8%
CCNc1ccc2c(cc1=O)[C@@H](NC(C)=O)CCc1cc(OC)c(OC)c(OC)c1-2	-7.7%	-3.6%
CC(=O)N1CCc2c(sc3c2c(=O)n(CCc2ccccc2)c(=O)n3Cc2cccc(C)c2)C1	-21.2%	?
N#Cc1cccc(NC(=O)c2ccc3c(c2)N(Cc2cccc(Cl)c2)C(=O)c2ccccc2S3(=O)=O)c1	-12.4%	4.8%
O=S(=O)(c1ccc(C(F)(F)F)cc1)N1CCN(Cc2nc3ccccc3o2)CC1	2.5%	6.8%
c1ccc(CSc2nc3ccccc3s2)cc1	2.4%	-4.8%
CCc1cccc(CC)c1NS(=O)(=O)c1ccc2c(c1)CCN2C(=O)C1CC1	5.9%	7.9%
Cc1cc(S(=O)(=O)Nc2cccc(-c3ccc(N4CCOCC4)nn3)c2)c(C)cc1Cl	8.8%	-11.5%
O=C(NC1CC1)c1ccc2c(c1)OCCCO2	9.8%	11.5%
Cc1ccc(C(NC(=O)c2ccccc2Cl)C(Cl)(Cl)Cl)cc1 (configuration not stated)	-8.7%	-2.1%
COC(=O)c1cc2c(cc1NC(=O)c1cnn(-c3ccccc3)c1-n1cccc1)OCO2	-4.1%	-0.1%
O=C(Nc1ccccc1C(F)(F)F)c1ncoc1-c1ccco1	-4.2%&0.2%	10.9%&12.5%
COC(=O)c1ccc(CCNC(=O)C2CC2)cc1	2.6%	-0.5%
Fc1ccc(OCc2noc(-c3ccco3)n2)c(Br)c1	-0.5%	-9.1%
COCCc1nn2c(=O)cc(COC(=O)c3ccco3)nc2s1	14.2%	9.8%
Cn1c(=O)[nH]c(=O)c2c1nc(Sc1ncccn1)n2CCc1ccccc1	-10.1%	-1.7%
O=C(C1CCC(CNS(=O)(=O)c2cccs2)CC1)N1CCN(c2ccc(Cl)cc2)CC1 (configuration not stated)	-2.8%	20.0%
Cc1ccc(CC(=O)NC2(C)CCCc3ccccc32)cc1 (configuration not stated)	9.1%	0.2%
O=C(CSc1cccc2cccnc12)NNC(=O)C(c1ccccc1)c1ccccc1	-11.8%	-5.9%
CCCC(CCC)C(=O)NC1CC(=O)N(c2ccc3c(c2)OCCO3)C1 (configuration not stated)	-1.7%	-6.5%
CC(=O)c1ccc(NC(=O)CC2Sc3ccccc3NC2=O)cc1 (configuration not stated)	?	-7.1%
COc1cccc(C(=O)Nc2ccc3nc(SCC(=O)N(C)c4ccccc4)sc3c2)c1	?	?

Reformatted as comma-separated lines: entries from further up.
structure,UDG counterscr,AID inhibitor
O=S(=O)(c1ccc(C(F)(F)F)cc1)N1CCN(Cc2nc3ccccc3o2)CC1,2.5%,6.8%
c1ccc(CSc2nc3ccccc3s2)cc1,2.4%,-4.8%
CCc1cccc(CC)c1NS(=O)(=O)c1ccc2c(c1)CCN2C(=O)C1CC1,5.9%,7.9%
Cc1cc(S(=O)(=O)Nc2cccc(-c3ccc(N4CCOCC4)nn3)c2)c(C)cc1Cl,8.8%,-11.5%
O=C(NC1CC1)c1ccc2c(c1)OCCCO2,9.8%,11.5%
Cc1ccc(C(NC(=O)c2ccccc2Cl)C(Cl)(Cl)Cl)cc1 (configuration not stated),-8.7%,-2.1%
COC(=O)c1cc2c(cc1NC(=O)c1cnn(-c3ccccc3)c1-n1cccc1)OCO2,-4.1%,-0.1%
O=C(Nc1ccccc1C(F)(F)F)c1ncoc1-c1ccco1,-4.2%&0.2%,10.9%&12.5%
COC(=O)c1ccc(CCNC(=O)C2CC2)cc1,2.6%,-0.5%
Fc1ccc(OCc2noc(-c3ccco3)n2)c(Br)c1,-0.5%,-9.1%
COCCc1nn2c(=O)cc(COC(=O)c3ccco3)nc2s1,14.2%,9.8%
Cn1c(=O)[nH]c(=O)c2c1nc(Sc1ncccn1)n2CCc1ccccc1,-10.1%,-1.7%
O=C(C1CCC(CNS(=O)(=O)c2cccs2)CC1)N1CCN(c2ccc(Cl)cc2)CC1 (configuration not stated),-2.8%,20.0%
Cc1ccc(CC(=O)NC2(C)CCCc3ccccc32)cc1 (configuration not stated),9.1%,0.2%
O=C(CSc1cccc2cccnc12)NNC(=O)C(c1ccccc1)c1ccccc1,-11.8%,-5.9%

(cont.)
SMILES	UDG counterscr	AID inhibitor
CCOc1ccc(CNC(=O)c2oc3c(c2C)-c2nn(Cc4cccc(Cl)c4)cc2CC3)cc1	-20.6%[57.5 µM]	?
CCCC(CCC)C(=O)O	-3.1%	4.0%
S=C1NC(c2cccs2)=CC(c2ccc(Br)cc2)N1 (configuration not stated)	-5.8%	35.2%[activator]
O=C(CSc1oc(-c2ccccc2)nc1S(=O)(=O)c1ccc(Br)cc1)NC1CCCCC1	-5.4%	1.8%
CC(C)(C)NCc1ccc(-c2ccccc2)o1	-5.8%	-4.9%
COc1cc(NC(=O)COc2cc(C)cc3oc(=O)c(C)c(C)c23)cc(OC)c1OC	-4.4%	-1.8%
Cc1cc(-c2ccc(C)c(S(=O)(=O)N3CCC(C)CC3)c2)on1	31.5%[activator]	?
CCC(=O)N1CCc2cc(S(=O)(=O)NC(Cc3ccccc3)C(=O)NCc3cccc(OC)c3)ccc21 (configuration not stated)	5.2%	2.8%
Clc1ccc(N=Cc2ccc(Br)cc2)cc1Cl	-2.8%	0.8%
CCN(C(=O)Cc1noc2ccccc12)c1ccc(OC)cc1	1.7%	-5.0%
COc1ccc(OC)c(C2CC(=O)Nc3c2c(=O)n(C)c2ncnn32)c1 (configuration not stated)	6.5%	31.4%[activator]
Cn1nnnc1NCc1ccc(-c2ccccc2)o1	-6.6%	1.1%
COCCNC(=O)Cn1c(=O)n(Cc2ccc(C(=O)NCCc3ccc(OC)c(OC)c3)cc2)c(=O)c2ccccc21	-9.0%	-4.2%
CCn1c(=N)c(C(=O)NC2CCCCC2)cc2c(=O)n3cccc(C)c3nc21	-5.9%	-14.5%
CCC(C)c1ccc(NC(=O)C2CCCCC2)cc1 (configuration not stated)	-0.4%	-2.9%
COc1ccc(C(=O)N2c3ccccc3C(C)(c3ccc(Cl)cc3)CC2(C)C)cc1 (configuration not stated)	-8.8%	?
CCOC(=O)c1cc(-c2ccccc2)n(CCC(=O)Nc2ccc(C)cc2Cl)c1C	-20.0%	2.5%
CCOCc1cc(CN2CCN(c3cccc(C(F)(F)F)c3)CC2)c(O)c2ncccc12	-6.7%	-17.8%
CN1CCN(C(=O)CCn2c(-c3ccccc3)cc3ccccc32)CC1	14.6%	8.6%
Cc1nc2ccn(Cc3cccnc3)c(=O)c2cc1C(=O)NCc1ccc(Cl)cc1	5.7%	5.2%
Cc1c(NC(=O)c2cc([N+](=O)[O-])ccc2N2CCOCC2)cccc1-c1nc2ccccc2o1	0.4%	-25.2%
Cc1csc2nc(-c3ccc(NS(=O)(=O)c4cc(F)ccc4F)cc3)cn12	-7.9%	-11.9%
CC(=O)c1cccc(NC(=O)c2c(-c3ccccc3Cl)noc2C)c1	7.5%	-5.7%
Cc1ccccc1NC(=O)N1CCc2cc(S(=O)(=O)N3CCC(C)CC3)ccc21	-2.7%	3.5%
CCOC(=O)c1ccc(NC(=O)CCc2c(C)nn(-c3ccc(N4CCCCC4)nn3)c2C)cc1	0.9%	-16.9%
Cc1ccc(CC(=O)Nc2c(C(=O)N3CCN(c4ccccc4F)CC3)oc3ccccc23)cc1	-6.8%	?
Cc1ccc(OCC(=O)OCC(=O)NC2CCS(=O)(=O)C2)cc1C (configuration not stated)	-2.1%	-3.0%
Cc1ccc(Cn2ccnc2SCC(=O)NC2CCCC2)cc1	-1.6%	-17.9%
Cc1ccn2c(c1)nc(=O)c1cc(S(=O)(=O)N3CCCCC3)c(Cl)cc12	0.9%	25.8%
CCOc1ccc(CNC(=O)C2CCN(S(=O)(=O)N(CC(C)C)CC(C)C)CC2)cc1OC	3.5%	-2.2%
O=C(OCc1cc(=O)n2nc(C3CC3)sc2n1)c1ccccc1Cl	-4.1%	10.1%
Cc1cccc(N(C)C(=O)Cc2c(C(=O)O)[nH]c3ccccc23)c1	-1.6%	7.0%
c1ccc(C(Sc2ncccn2)c2ccccc2)cc1	-8.2%	-18.3%
CCc1ccc2occ(CC(=O)Nc3nnc(C)s3)c2c1	12.1%	4.3%
O=C1c2[nH]nc(-c3ccccc3O)c2C(c2ccccc2F)N1Cc1ccncc1 (configuration not stated)	-13.9%	4.1%
CC(CNc1nc2ccccc2c2nc(-c3ccccc3)nn12)c1ccccc1 (configuration not stated)	?	19.4%
NC(=O)c1ccc(C(=O)NC2CCCc3ccccc32)cc1 (configuration not stated)	-0.6%	-0.7%
O=C(COc1ccc2ccc(=O)oc2c1)NCCc1ccccc1F	1.8%	-0.2%
CN(C(=O)CCc1ncc(-c2ccccc2F)o1)C1CCS(=O)(=O)C1 (configuration not stated)	-2.9%	-9.5%
Cc1nc(S(=O)(=O)N2CCN(c3ccc(Cl)cc3)CC2)cn1C	-7.5%	15.3%
COc1cccc(OC)c1C(=O)NCCc1csc(-c2ccccn2)n1	2.3%	-0.3%
CC(=O)Cn1nnc2sc(-c3ccccc3)cc2c1=O	-4.0%	43.5%[activator]
CC1CCc2c(sc(NC(=O)C3c4ccccc4Oc4ccccc43)c2C#N)C1 (configuration not stated)	?	3.5%
C=CCOc1ccc2c(=O)c(Oc3cccc(C)c3)coc2c1	4.6%	7.0%
O=C(NC1CC1)c1cc(-c2ccc(Cl)cc2)nc2ccccc12	0.2%	-3.9%
CC(C)c1ccc(Nc2nc3ccc(C(=O)c4ccccc4)cc3n3cnnc23)cc1	-20.9%	-5.1%
N#Cc1cccc(NC(=O)NCCc2ccccn2)c1	-0.7%	3.1%
Cc1cccc(-n2ccnc2SCC(=O)Nc2ccc3c(c2)OCO3)c1	-8.2%	24.8%
O=C(Nc1ccccc1-c1ccccc1)c1cc(F)cc(F)c1	-6.2%	-7.7%
CCN(CC)C(=O)c1cc(-c2ccc(Cl)cc2)nc2ccccc12	-6.3%	-9.5%
Cc1nc2cc(NC(=O)C(C)Oc3ccccc3)ccc2o1 (configuration not stated)	-7.7%	12.6%
N#CC1(NC(=O)CSc2ccc(C(F)(F)F)cn2)CCCCCC1	2.7%	-11.5%
O=C(O)CC/C(=C/c1cccc(Oc2ccc(Cl)cc2)c1)c1nc2ccccc2s1	-12.9%	-12.3%
O=C(CSc1nnnn1-c1ccc(O)cc1)NC(Cc1ccccc1)c1ccccc1 (configuration not stated)	-6.1%	-5.6%
O=C(CC12CC3CC(CC(C3)C1)C2)NCc1ccccc1Cl	-0.5%	0.8%
CC(C)Oc1ccc(CNC(=O)c2ccc(NC(=O)N3CC(C)Sc4ccccc43)cc2)cc1 (configuration not stated)	-2.3%	3.5%
CCOC(=O)C(C)Oc1cc2oc(=O)cc(C)c2cc1Cl (configuration not stated)	0.0%	-7.5%
CC(C)OCCCNc1ncnc2sc3c(c12)CCCC3	?	-9.4%
CC(C)=CC1C(C(=O)NCC(C)(C)C(N)=O)C1(C)C (configuration not stated)	8.8%	5.7%
OCc1cccnc1Cl	5.6%	-0.4%
Next section
SMILES	UDG counterscr	AID inhibitor
CCn1cc2nc(SCC(=O)Nc3ccc(OC)c(OC)c3)n(Cc3ccc(Cl)cc3)c(=O)c2n1	-7.9%	-25.4%
Cc1cccc(Cn2c(SCc3ccc(C(=O)NC4CCCCC4)cc3)nc3ccncc32)c1	2.8%	-8.3%
CCOC(=O)C(C)NC(=O)CNC(=O)c1cc(C)cc(C)c1 (configuration not stated)	2.4%	-9.0%
CCONC(=O)C(NC(=O)c1ccc(Cl)cc1Cl)C(C)C (configuration not stated)	3.6%	-0.5%
CCCc1ccc(OC(=O)CSc2nnc(-c3cccs3)o2)cc1	22.2%	-8.1%
CCCNC(=O)COc1nc2ccccc2nc1N1CCOCC1	?	-2.3%
CCc1ccccc1NC(=O)Cn1c(=O)n(CC(=O)NCCc2ccccc2)c(=O)c2ccccc21	-6.4%	-0.2%
Nc1nc(Nc2cccc(F)c2)sc1C(=O)c1ccccc1Cl	-5.6%	-14.2%
COC(=O)c1ccc2c(=O)n(CCCCCC(=O)N3CCN(c4cc(Cl)ccc4C)CC3)c(=O)[nH]c2c1	1.9%	-9.1%
Cc1ccc(NC(=O)CCn2cccn2)c(C)c1	5.9%	5.2%
O=C(NCCc1csc(-c2cccc(F)c2)n1)c1ccc(Br)o1	-4.6%	?
OCCOc1ccc(CNc2nc(-c3ccccc3)nc3ccccc23)cc1	-2.8%	-5.8%
